# CCT modulator: modulators of cytosolic chaperonin (CCT/TRiC) activity. purified chaperonin ATPase assay, HTRF ADP detection, 30 min. activity change, % (no concentration beside the values), hits read low. 0.3% of 360,000 active. AID 651819; in the data active = activity change below about -30%; also: % is scaled to controls: 0 for no effect and ±100 for the full control effect
#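 Nucleotide hydrolysis assay: TRiC at 20–40 nM final (set by batch activity) with 10 uM ATP, 30 min at 37 °C, in presence of 76 uM compound. Detection by competitive ADP HTRF, 30 min ambient.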
# EPAC1 agonist: EPAC1 (human) agonism; O95398; AID 720707; Potency, µM (titrated, usually from 154 µM), without a hit: top-dose activation, most hits filed as activators; EPAC1 agonist qHTS, biochemical assay; response scale: 100% = response to 6.5 mM cAMP; 0.073% of 360,000 active; also: potency is read from the fitted curve at half-maximal effect; nearly all actives have a fitted effect of over 60% in size
#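 EPAC1 100 nM, Rap1B–BODIPY-GDP 250 nM, unlabeled GDP 50 uM; compound titration; 5 min RT; kinetic read ex480/em540 at 5-min intervals ×30 min; data normalized to 6.5 mM cAMP agonist control.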
# EPAC2 antagonist: antagonists of human EPAC2. Q8WZA2. EPAC2 GEF exchange of Rap1B-BODIPY-GDP, fluorescence. Potency, µM (series often up to 114 µM), for the others: top-dose activity, negative = inhibition, usual class: inhibitors. 0.18% of 360,000 active. AID 720708; also: potency is read from the fitted curve at half-maximal effect; % is scaled to controls: 0 for no effect and ±100 for the full control effect; nearly all actives have a fitted effect of over 45% in size; many of its hits are not listed in these tables
# Target sequence (Q8WZA2 whole entry, looked up): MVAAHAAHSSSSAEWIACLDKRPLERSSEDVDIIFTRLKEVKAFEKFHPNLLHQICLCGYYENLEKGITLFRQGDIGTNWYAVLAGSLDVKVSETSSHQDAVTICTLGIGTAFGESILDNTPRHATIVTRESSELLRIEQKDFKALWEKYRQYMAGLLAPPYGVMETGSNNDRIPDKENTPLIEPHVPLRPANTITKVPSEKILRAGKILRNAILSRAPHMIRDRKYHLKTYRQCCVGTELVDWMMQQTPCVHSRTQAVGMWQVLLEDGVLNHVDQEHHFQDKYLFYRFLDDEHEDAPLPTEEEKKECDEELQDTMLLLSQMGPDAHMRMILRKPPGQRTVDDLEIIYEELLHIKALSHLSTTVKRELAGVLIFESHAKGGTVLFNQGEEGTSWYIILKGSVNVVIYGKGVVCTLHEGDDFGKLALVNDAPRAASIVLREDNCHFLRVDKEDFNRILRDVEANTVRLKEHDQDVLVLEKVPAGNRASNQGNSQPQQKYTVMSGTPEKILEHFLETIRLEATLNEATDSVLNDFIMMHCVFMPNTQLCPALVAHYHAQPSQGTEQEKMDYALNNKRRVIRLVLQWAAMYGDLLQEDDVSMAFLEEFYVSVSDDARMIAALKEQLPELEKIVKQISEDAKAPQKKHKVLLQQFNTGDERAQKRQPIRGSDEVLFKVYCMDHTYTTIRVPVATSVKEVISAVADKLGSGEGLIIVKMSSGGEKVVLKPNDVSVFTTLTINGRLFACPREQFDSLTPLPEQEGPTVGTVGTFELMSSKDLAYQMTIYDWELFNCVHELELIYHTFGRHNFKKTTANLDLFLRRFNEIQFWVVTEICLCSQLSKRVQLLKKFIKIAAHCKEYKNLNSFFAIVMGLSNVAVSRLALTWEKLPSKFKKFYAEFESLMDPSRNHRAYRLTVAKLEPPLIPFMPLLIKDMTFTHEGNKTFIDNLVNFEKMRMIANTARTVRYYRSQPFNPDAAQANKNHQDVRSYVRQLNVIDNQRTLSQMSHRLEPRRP
# PLK1 PBD block: blocks phosphopeptide binding to human PLK1 polo-box domain. P53350. Plk1 PBD binding of FITC phosphopeptide, fluorescence polarization. Potency, µM, for the others: max response, negative = inhibition, most hits filed as inhibitors. 2.8% of 360,000 active; also: potency is read from the fitted curve at half-maximal effect; series mostly up to about 57 µM; % is scaled to controls: 0 for no effect and ±100 for the full control effect; nearly all actives have a fitted effect of over 65% in size
# EPAC1 antag: antagonists of human EPAC1; EPAC1 GEF assay, Rap1b-BODIPY-GDP exchange fluorescence; 0.14% of 360,000 active; AID 720709; Potency, µM (top dose mostly 115 µM), inactives show top-dose activity change, negative = inhibition, actives largely listed as inhibitors;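 also: potency is read from the fitted curve at half-maximal effect; plate controls were vehicle for no effect and positive control for full effect; nearly all actives have a fitted effect of over 50% in size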
# PI5P4Ka inh: blocks human PI5P4K alpha kinase activity. P48426. AID 652105. max response, %. 1.2% of 330,000 active. PI5P4Kalpha enzyme, ADP-Glo luminescence, 60 min; stronger effect = lower value; active = max response of -50% or lower; inconclusive = between -30% and -50%; inactive = -30% or higher; also: value at the top dose of about 77 µM; % is scaled to controls: 0 for no effect and ±100 for the full control effect
#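 Enzyme plus substrate dispensed, test compounds pinned in, then ATP (5 microM final) added. After 60 min at RT, ADP-Glo reagent 1 for 45 min and reagent 2 for 30 min preceded luminescence imaging.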
# MmCpn inh: blocks the Methanococcus maripaludis chaperonin Mm-Cpn; AID 504842; 0.031% of 330,000 active; Potency, µM (doses to about 76.9 µM), for inactives: at the top dose activity, negative = inhibition, actives largely listed as inhibitors; purified Mm-Cpn ATPase, ADP Transcreener TR-FRET; also: potency is read from the fitted curve at half-maximal effect; % is scaled to controls: 0 for no effect and ±100 for the full control effect; nearly all actives have a fitted effect of over 80% in size
#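 ATPase read-out: TR-FRET ADP immunoassay (anti-ADP Eu cryptate vs ADP-d2), ex 320 nm, em 590/665 nm; signal drops as ADP forms. Enzyme 25 nM, ATP 10 uM, 30 min at 37°C after 10 min compound preincubation.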
# WRN helicase inh: inhibitors of human WRN helicase. Q14191. WRN helicase unwinding, fluorescent forked duplex, kinetic. Potency, µM (series often up to 114 µM), without a hit: top-dose activity change, negative = inhibition, most hits filed as inhibitors. 0.46% of 360,000 active. AID 651768; also: potency is read from the fitted curve at half-maximal effect; % is scaled to controls: 0 for no effect and ±100 for the full control effect; nearly all actives have a fitted effect of over 55% in size
#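 Kinetic red-fluorescence monitoring (525/598 nm) tracks WRN helicase activity after 100 nM fluorophore-quencher forked duplex and 2 mM ATP are added to 20 nM enzyme pretreated 15 min at room temperature with compound.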
# Active calls of the source: *; ? = inconclusive; . = no result given; [ ] = remark or other dose. Unless noted, calls follow the shape of the dose curve; as a rule, active = well fitted curve in the direction sought with a large enough effect; inconclusive = small, poorly fitted or top-dose-only effect, or another doubt; inactive = no such curve, though single readings can be large; an effect the other way counts as inactive or inconclusive.
item	mol	PLK1 PBD block	EPAC2 antagonist	PI5P4Ka inh	MmCpn inh	EPAC1 agonist	WRN helicase inh	EPAC1 antag	CCT modulator
1	COC(=O)c1cccc(C23CC4(C2)[C@H](CN(Cc2cccnc2)[C@@H]4c2ccccc2)C3c2ccc(Cl)nc2)c1 (stereo partly drawn)	11%	-5%	-2	1%	-14%	-6%	-16%	-0.6
2	O=C(Nc1ccc(N2CCN(C(=O)c3ccco3)CC2)cc1)c1cc(Br)ccc1Cl	2%	-3%	6	-1%	8%	-2%	-1%	1.1
3	COc1ccc(N2CCN(C(=O)Cn3cnc4c(cnn4-c4ccccc4)c3=O)CC2)cc1	-1%	0%	0	1%	9%	-8%	-9%	0.3
4	CCN(CC)C(=O)C1=C(C)N(CCCN2CCCC2=O)C(=O)C(CC(=O)NCc2cccs2)C1 (stereo not drawn)	-3%	8%	2	.	4%	-1%	12%	1.3
5	Cn1c(N2CCOCC2)c(/C=N/OC(=O)c2ccc(F)cc2)c2ccccc21	2%	-2%	.	0%	16%	10%	-6%	-2.2
6	CCOC(=O)CCCCNC(=O)Nc1ccccc1	-7%	4%	0	2%	-3%	-3%	-2%	-1.2
7	CC[C@]12c3[nH]c4cc(CCC(=O)N(C)C)ccc4c3CCN1C(=O)[C@@H](CC(=O)NCCCN(C)C)C[C@@H]2C(=O)N1CCN(C(=O)c2ccco2)CC1	-15%	3%	-2	1%	-16%	-5%	-17%	-1.6
8	O=C(NNC(=O)C1CCN(Cc2ccc(F)cc2Cl)CC1)Nc1ccc([N+](=O)[O-])cc1	-22%	-11%	10	-2%	-7%	-5%	-27%	3.5
9	Cc1noc(C)c1S(=O)(=O)Nc1ccc2c(c1)C(=O)N([C@H](C)CO)C[C@H](C)[C@@H](CN(C)C(=O)NC1CCCCC1)O2	-29%	5%	-2	1%	1%	-10%	-8%	2.8
10	O=C(CSc1nc(NS(=O)(=O)c2ccccc2)cc(=O)[nH]1)Nc1ccc(Cl)cc1	-18%	1%	?	-2%	12%	?	?	-2.3
11	CCOC(=O)N1CCN(C(=O)c2ccc(NC(C)=O)cc2)CC1	-4%	0%	.	-1%	8%	-12%	-1%	-0.7
12	CN(C)c1cc(-c2ccc([N+](=O)[O-])cc2)oc(=O)c1Cl	-5%	-2%	4	1%	3%	-5%	-7%	1.9
13	CC(=O)Nc1ccc(NC(=O)CSc2ccc(-c3cccnc3)nn2)cc1	-10%	1%	-10	-13%	6%	?	7%	-3.6
14	O=C(N/N=C/c1ccc(O)cc1)c1[nH]c2ccc(Br)cc2c1-c1ccccc1	-3%	7%	?	-1%	21%	-13%	-10%	-0.5
15	C[C@H]1CN([C@@H](C)CO)C(=O)CCCn2nncc2CO[C@@H]1CN(C)C(=O)c1ccncc1	2%	-7%	2	.	-6%	-5%	-4%	-3.5
16	COc1ccc(CCNC(=S)NC(=O)c2ccccc2)cc1C	-16%	5%	9	-4%	20%	-1%	-14%	0.0
17	O=C1CCC/C(=N\NC(=O)c2ccc(CSc3cccc4cccnc34)cc2)C1	-2%	3%	-18	-1%	4%	7%	9%	-1.1
18	Cn1c(N)c(C(=O)COC(=O)/C=C/c2ccc(Cl)cc2)c(=O)n(C)c1=O	5%	-4%	2	1%	2%	-3%	?	-1.2
19	O=C(c1cnn(C(=O)c2ccco2)c1)c1cc(Cl)cc(Cl)c1O	?	-1%	-23	1%	-4%	-18%	11%	-2.1
20	O=C(O)c1ccc(/C=N/NC(=O)c2ccc(CN3c4cccc5cccc(c45)S3(=O)=O)cc2)cc1	34µM*	-19%	-54*	-2%	9%	?	?	0.9
21	CCOC(=O)c1ccc(CNCc2ccc(Br)cc2)cc1	-9%	-1%	4	-1%	3%	3%	-6%	-2.6
22	CCCNC(=O)C(CC)NC(=O)c1ccc(C#N)cc1 (stereo not drawn)	-8%	10%	3	1%	3%	4%	15%	-1.0
23	CCN1CCN(C(c2cc3cc4c(cc3[nH]c2=O)OCO4)c2nnnn2C(C)(C)CC)CC1 (stereo not drawn)	-12%	0%	.	0%	6%	-8%	2%	-2.2
24	CC(=O)CC1(O)C(=O)N(Cc2ccccc2)c2ccccc21 (stereo not drawn)	27µM*	9%	0	-3%	1%	1%	-3%	-2.8
25	N#Cc1ccccc1NC(=O)CC1CCCCC1	-1%	7%	0	-2%	8%	-2%	8%	-1.6
26	C/C(=N\NC(=S)NC1CCCCC1)c1ccc(O)cc1	17µM*	-10%	7	-4%	8%	0%	-15%	-2.0
27	O=C(CSCCO)Nc1cccc(C(F)(F)F)c1	0%	11%	.	1%	-2%	7%	9%	0.1
28	CCCCN(C(=O)c1cccc(S(=O)(=O)N(CC)c2ccccc2)c1)c1c(N)n(CCCC)c(=O)[nH]c1=O	-2%	-12%	0	.	4%	0%	?	1.3
29	COc1ccccc1/C=C/C=N/n1c(C)nnc1C	-5%	0%	-9	-6%	-5%	14%	9%	-1.5
30	CCCNC(=O)C(Cc1ccc(C(F)(F)F)cc1)NC(=O)c1ccc2ccccc2n1 (stereo not drawn)	-8%	-11%	6	2%	-27%	-2%	-22%	-1.1
31	CN1C(=O)CCC1(O)c1ccccc1 (stereo not drawn)	-23%	-3%	.	-1%	3%	1%	2%	-1.1
32	Cc1c(C)[n+](=O)c2c(n1[O-])CCC2	-5%	3%	-6	-1%	-8%	-1%	6%	-2.2
33	Cc1ccc(Cn2ccc(NC(=O)c3cc(-c4ccc(F)cc4)on3)n2)cc1	-2%	-2%	.	-1%	4%	-5%	-16%	-2.7
34	O=[N+]([O-])c1cccc(C=NNc2ccc3ccccc3n2)c1O	-2%	-1%	?	.	-7%	-23%	?	-1.3
35	Cc1ccc(NC(=O)CSc2nnc(CNC(=O)c3ccco3)o2)cc1Cl	-8%	5%	-1	0%	6%	1%[57.1 µM]	9%	0.7
36	C=C1N(c2ccc(Cl)cc2)C(=O)OC1(C)C	4%	1%	2	0%	1%	0%	0%	-0.7
37	COc1ccc(C(=S)N2CCN(C)CC2)cc1	27µM*	0%	0	0%	7%	1%	8%	-1.1
38	C/C(=N\NC(=O)c1nc2ccccn2c1C)c1cccc([N+](=O)[O-])c1	-4%	5%	4	3%	11%	-8%	6%	0.6
39	COc1ccc2c(CC(=O)N[C@@H](Cc3ccccc3)C(=O)O)cc(=O)oc2c1	-3%	-4%	8	-7%	-2%	-3%	4%	-1.5
40	Oc1cccc(Nc2nc(N3CCOCC3)nc(N3CCOCC3)n2)c1	-8%	-1%	4	0%	7%	-23%	-6%	-0.7
41	C/C(=N/OC(=O)CC(C)C)c1cc(-c2ccc(Cl)cc2)no1	-1%	-9%	6	-3%	-16%	-10%	-5%	2.1
42	C/C(=N\NC(=O)c1ccc(Cl)cc1)c1cccnc1	-4%	-8%	-3	-1%	2%	8%	1%	-2.0
43	CCN1CCN(C(=O)c2cc3c(OC)c(OC)c(OC)cc3[nH]2)CC1	-8%	-5%	5	-4%	-11%	10%	22%	0.1
44	C=CCn1c2ccccc2c2nnc(SCC(N)=O)nc21	0%	2%	4	-1%	-6%	-9%	-10%	-29
45	COc1ccccc1OCC(=O)Nc1ccc(S(=O)(=O)NC(C)=O)cc1	?	2%	.	1%	6%	-6%	11%	-5.3
46	COc1ccc2c(c1)C=C([C@@H]1C[C@H]3CN(c4ccccc4)C(=O)[C@]34CCCN14)CO2	-14%	-16%	5	-4%	14%	3%	3%	-3.6
47	CCN1CCN(C(=O)CN(CC)S(=O)(=O)c2ccc3ccccc3c2)CC1	-14%	-3%	-6	1%	20%	4%	-1%	-3.5
48	O=C(COC(=O)C1CCCCC1)Nc1ccc([N+](=O)[O-])cc1	-8%	1%	-1	-3%	-5%	?	-3%	-4.0
49	COc1ccc(N)cc1NC(=O)CN1CCOCC1	-6%	-3%	3	.	3%	7%	9%	0.5
50	O=C1CSC(c2cn(-c3ccccc3)nc2-c2cc3ccccc3oc2=O)N1Cc1ccccc1 (stereo not drawn)	-5%	2%	17	1%	11%	-13%	1%	2.1
51	COCCCN1CC23C=CC(O2)C(C(=O)OC)C3C1=O (stereo not drawn)	-5%	-19%	7	.	-6%	-12%[57.1 µM]	-2%	-0.7
52	Cc1ccccc1Cn1c(C(C)O)nc2ccccc21 (stereo not drawn)	-2%	-4%	-5	-4%	3%	-2%	3%	0.3
53	CCC(C)NCC(=O)Nc1sc2c(c1C(N)=O)CCC2 (stereo not drawn)	1%	4%	-8	-2%	2%	-1%	3%	0.8
54	CCNC(=O)CN(c1ccc(Cl)cc1)S(=O)(=O)c1ccccc1	-11%	27%[57.1 µM]	11	-5%	-18%	-1%	5%	0.0
55	COc1ccc(C(=O)Nc2ccc(Cl)cc2C(=O)N2CCOCC2)cc1	-1%	2%	1	0%	4%	-28%	-8%	-1.6
56	Cc1ccc(CCNC(=O)Cn2ccc3cc(S(=O)(=O)N4CCCC4)ccc32)cc1	-2%	2%	-5	-5%	-1%	-4%	-2%	-3.0
57	CCOc1c(Cl)cc(CNc2ccc(S(N)(=O)=O)cc2)cc1OC	-10%	-10%	2	3%	11%	-20%	-22%	-2.1
58	c1ccc(-c2nc(NCc3cccnc3)c3oc4ccccc4c3n2)cc1	-22%	-13%	14	1%	17%	-22%	-12%	2.7
59	CSCCCNC(=S)N(C)CC(=O)Nc1ccc(C)cc1	-21%	6%	-3	4%	-2%	-7%	-19%	-3.2
60	COc1ccc(NC(=O)COC(=O)COc2cccc(Br)c2)cc1OC	-3%	-3%	5	1%	-4%	-9%	-24%	0.0
61	CN1CCc2cc(Cl)c(O)cc2[C@@H](c2ccccc2)C1	-4%	-2%	0	-1%	-3%	-5%	-1%	-0.2
62	CCOC(=O)c1[nH]c(C)c(C(=O)OCC(=O)N(Cc2ccccc2)C(C)C)c1C	-3%	-5%	-1	-1%	9%	-5%	-17%	0.5

# Shown as a hit in PI5P4Ka inh, among the entries above:
entry	SMILES	PLK1 PBD block	EPAC2 antagonist	PI5P4Ka inh	MmCpn inh	WRN helicase inh	EPAC1 antag	CCT modulator
20	O=C(O)c1ccc(/C=N/NC(=O)c2ccc(CN3c4cccc5cccc(c45)S3(=O)=O)cc2)cc1	34µM*	-19%	-54*	-2%	?	?	0.9

# Quoted at random: two records from the list
item	mol	PLK1 PBD block	EPAC2 antagonist	PI5P4Ka inh	MmCpn inh	EPAC1 agonist	WRN helicase inh	EPAC1 antag	CCT modulator
45	COc1ccccc1OCC(=O)Nc1ccc(S(=O)(=O)NC(C)=O)cc1	?	2%	.	1%	6%	-6%	11%	-5.3
36	C=C1N(c2ccc(Cl)cc2)C(=O)OC1(C)C	4%	1%	2	0%	1%	0%	0%	-0.7

# Only part of the results is shown, so the mix of outcomes need not match the whole.
